Compound activity (PubChem BioAssay)
TRPC4 PAM = positive allosteric modulators of TRPC4, primary screen, cell-based, mouse TRPC4beta, HEK293 mu-opioid, Fluo-4 calcium; DAMGO EC20, Fluo-4 Ca2+ flux; hits give high values; B-score at 10 µM; hit rate 0.42% among 310,000; AID 2227, 2009;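 active means B-score of calcium response area above 5 SD of library B-scores, with initial fluorescence ratio within 5 SD of library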;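 further: B-score of integrated fluorescence ratio over time as area under calcium response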
Target sequence (Q9QUQ5 whole entry, looked up): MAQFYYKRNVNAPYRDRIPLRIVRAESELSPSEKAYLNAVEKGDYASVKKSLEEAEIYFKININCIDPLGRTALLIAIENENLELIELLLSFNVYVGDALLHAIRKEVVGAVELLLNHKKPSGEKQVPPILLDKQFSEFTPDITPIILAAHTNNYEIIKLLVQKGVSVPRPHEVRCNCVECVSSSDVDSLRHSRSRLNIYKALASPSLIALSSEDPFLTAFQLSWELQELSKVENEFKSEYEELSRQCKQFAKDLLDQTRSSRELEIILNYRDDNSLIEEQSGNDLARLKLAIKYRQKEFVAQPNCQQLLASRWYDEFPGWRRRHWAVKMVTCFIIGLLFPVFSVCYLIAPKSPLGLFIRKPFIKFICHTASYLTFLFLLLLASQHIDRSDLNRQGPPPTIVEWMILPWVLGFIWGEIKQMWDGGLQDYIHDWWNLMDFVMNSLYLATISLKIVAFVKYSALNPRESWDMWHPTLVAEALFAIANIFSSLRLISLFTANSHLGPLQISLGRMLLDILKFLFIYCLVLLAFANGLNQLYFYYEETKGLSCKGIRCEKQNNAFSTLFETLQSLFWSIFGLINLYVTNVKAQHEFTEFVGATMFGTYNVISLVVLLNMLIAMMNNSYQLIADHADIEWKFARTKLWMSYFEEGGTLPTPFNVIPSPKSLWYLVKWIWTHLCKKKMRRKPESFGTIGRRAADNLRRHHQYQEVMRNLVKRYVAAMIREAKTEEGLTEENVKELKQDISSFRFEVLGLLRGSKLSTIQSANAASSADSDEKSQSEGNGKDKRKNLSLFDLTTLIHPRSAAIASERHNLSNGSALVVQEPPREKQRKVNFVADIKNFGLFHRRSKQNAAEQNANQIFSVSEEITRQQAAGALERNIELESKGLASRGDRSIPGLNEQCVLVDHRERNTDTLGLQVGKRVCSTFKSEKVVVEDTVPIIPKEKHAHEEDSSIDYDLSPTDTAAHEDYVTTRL
KCNK3 block = human KCNK3 channel inhibitors, primary screen, CHO cells, FluxOR thallium flux, B-score; B-score at 10 µM; hit rate 0.84% among 340,000; FluxOR fluorescence; hits give low values; Potassium channel subfamily K member 3 (Homo sapiens), O14649; AID 602410, 2012;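 active means B-score under library mean minus 4 SD, starting fluorescence ratio at most library mean plus 5 SD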;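 further: more negative B-score means stronger inhibition of thallium flux through KCNK3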
KCNQ1 pot = potentiators or activators of KCNQ1 channel, primary screen, cell-based, thallium flux, high-throughput | hit rate 0.35% among 310,000 | B-score at 10 µM | CHO-K1 KCNQ1, thallium flux FluxOR fluorescence; hits give high values | Potassium voltage-gated channel subfamily KQT member 1 (Homo sapiens), P51787;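 active means fluorescence ratio B-score, a plate-corrected score, at least three library SD, with initial intensity B-score within 5 SD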
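Assay system: CHO-K1 cells stably expressing KCNQ1; Medium: assay buffer with matched DMSO; Also added: K+/Tl+ depolarizing stimulus; Dosing: single dose; Timing: dye 90 min, compound 20 min, room temperature; Measured by: kinetic FluxOR thallium fluorescence, 10-s 1-Hz baseline, 110-s post-stimulus read; Read-out: peak-minus-minimum fluorescence over initial fluorescence, negative-control normalized, B-scored.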
TRPC4 agonist = activators of mouse TRPC4 channel, primary screen, Fluo4 calcium, HEK293 TRPC4beta/mu-opioid cells; Fluo4 calcium fluorescence; hits give high values; hit rate 0.49% among 310,000; B-score at 10 µM; AID 2237, 2010; Short transient receptor potential channel 4 (Mus musculus), Q9QUQ5;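 active means B-score above 5 SD of library B-scores, and initial fluorescence ratio not above library mean plus 5 SD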;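 further: positive B-score marks a calcium rise read as TRPC4 activation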
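System – HEK293 cells stably co-expressing mouse TRPC4beta and mu-opioid receptor · Signal – Fluo4 calcium-sensitive dye fluorescence, kinetic, 1 Hz baseline · Benchmarks – buffer (low) and maximal DAMGO (high) · Read-out – B score of integrated fluorescence ratio per well · Incubation – dye loading 45 min room temperature, 110 s kinetic read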
DYRK1A inh = rat Dyrk1A kinase inhibitors, primary screen, biochemical, single point, plate reader. Dual specificity tyrosine-phosphorylation-regulated kinase 1A (Rattus norvegicus), Q63470. AID 504441, 2011. inhibition, % at 12.5 µM. hit rate 0.43% among 310,000. ADP-Glo luminescence, NFATc1 peptide; in the data active means inhibition above about 50%;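 further: plate controls were vehicle with enzyme for no effect and no enzyme for full effect; many of its hits are not listed in these tables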
TMEM16A inh = TMEM16A chloride channel inhibitors, primary screen, cell-based, HTS; Anoctamin-1 (Mus musculus), Q8BHY3; HEK293 TMEM16A/YFP iodide influx fluorescence, ionomycin; normalized B-score (activity score, 25-100; higher = stronger inhibition) at 10 µM; hit rate 1.2% among 310,000;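 active means ratio plate-corrected score three or more library SD toward inhibition, starting fluorescence score within five deviations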;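 further: score derived from kinetic fluorescence span divided by baseline fluorescence per well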
KCNQ1 inh = inhibitors of human KCNQ1 channel, primary screen, cell-based, thallium flux, high-throughput; Potassium voltage-gated channel subfamily KQT member 1 (Homo sapiens), P51787; CHO-K1 KCNQ1, FluxOR thallium flux fluorescence; hits give high values; B-score at 10 µM; hit rate 1.3% among 310,000; AID 2642, 2010;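 active means compounds whose thallium flux B-score, printed positive for inhibition, exceeds three library SD while starting fluorescence stays within three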;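 further: channel opened by potassium depolarization with thallium stimulus after 20 min compound exposure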
ANO1 activ = TMEM16A chloride channel activators or potentiators, primary screen, cell-based, HTS | HEK293 TMEM16A/YFP-H148Q/I152L, iodide quench fluorescence; hits give low values | B-score at 10 µM | hit rate 0.3% among 340,000;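 active means fluorescence-ratio B-score plate-corrected deviation score at least 3 library SD below zero, with starting fluorescence score within 5 deviations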;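 further: channel opened by trigger with iodide after compound preincubation; score built on the fluorescence ratio of max minus min over baseline; more negative score means more quench and so TMEM16A activation or potentiation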
hERG rescue = hERG rescue from dofetilide block, primary screen, cell-based, CHO-hERG, FluxOR thallium flux, dofetilide IC70 | Voltage-gated inwardly rectifying potassium channel KCNH2 (Homo sapiens), Q12809 | dofetilide IC70 present | activation (rescue from dofetilide block), less the hit threshold, % at 10 µM | hit rate 0.51% among 310,000;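 active means activation above the mean of controls blocked by dofetilide plus 5 SD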;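 further: thallium influx through hERG after potassium depolarization seen as dye fluorescence rise; in these data hits start at about 4.7%; inactives centre near -7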
KCNK9 inh = KCNK9 potassium channel inhibitors, primary screen, HEK293 cells, thallium flux; FluxOR thallium flux fluorescence; hits give low values; B-score at 10 µM; hit rate 1.2% among 310,000; AID 488922, 2010; Potassium channel subfamily K member 9 (Homo sapiens), Q9NPC2;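 active means ratio B-score over 3 SD below the library mean, with starting fluorescence within 5 SD of its mean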;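 further: negative B-score means less thallium flux so channel inhibition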
HDAC3 inhib = HDAC3 deacetylase inhibitors, primary screen, biochemical, fluorescence, cell-free homogeneous; recombinant HDAC3, fluorogenic peptide/trypsin coupled; hit rate 0.15% among 320,000; Histone deacetylase 3 (Homo sapiens), O15379; inhibition, % at 8.3 µM; in the data active means inhibition above about 26%, passing the limit was not always enough; inconclusive means no clear call, values can overlap the other calls
An asterisk follows results filed as active; i = inactive; ? = inconclusive; / = not tested or not shown. These rows are one share of the data; count on the stated rates, not on these rows.

Structure | HDAC3 inhib | TMEM16A inh | KCNK9 inh | KCNK3 block | ANO1 activ | KCNQ1 inh | DYRK1A inh | KCNQ1 pot | hERG rescue | TRPC4 agonist | TRPC4 PAM
O=C(Nc1cccc(/C=C/c2nc3ccccc3c(=O)[nH]2)c1)c1ccccc1Cl | / | i | i | i | i | i | 2.4 | i | -5.3 | i | i
CCOC(=O)c1sc(NNC(=O)c2ccc(C)cc2)nc1C | -4.4 | i | i | i | i | i | -5.3 | i | -11.0 | i | i
CC(=O)C(Sc1nc(N2CCOCC2)nc(N2CCOCC2)n1)C(=O)Nc1ccccc1 (stereo not drawn) | ? | i | i | i | i | i | 3.3 | i | -3.3 | i | i
CCCCC(CCC(=O)Nc1ccc(C(=O)OCC)cc1)C(=O)O (stereo not drawn) | -2.5 | i | i | i | i | i | 0.8 | i | -6.5 | i | i
Cc1nc(N)sc1-c1csc(Nc2ccccc2)n1 | 1.2 | i | i | i | i | i | 52.0* | i | -8.3 | i | i
O=C(N/C=N/O)C(c1ccccc1)c1ncc(C(F)(F)F)cc1Cl (stereo not drawn) | 3.7 | i | i | i | i | i | -1.6 | i | -9.3 | i | i
CCCCCc1c(C)nc(Nc2ccc(F)cc2)[nH]c1=O | -1.5 | i | i | i | i | i | 3.5 | i | -10.4 | i | i
Cc1cc(=O)oc2cc(OCC(=O)Nc3ccc(CN4CCOCC4)cc3)ccc12 | 0.1 | i | i | i | i | i | -3.0 | i | -2.0 | i | i
CN(C)c1ccc(CNC(=O)C2CCN(S(=O)(=O)c3ccc4c(c3)CCC(=O)N4)CC2)cc1 | 2.7 | i | i | i | i | i | 2.9 | i | -1.5 | i | i
O=C(c1ccc([N+](=O)[O-])cc1)N1CCN(C(=O)c2cccs2)CC1 | 3.3 | i | i | i | i | i | 2.5 | i | -9.5 | i | i
Nc1nonc1-n1nnc(C(=O)N/N=C/c2c(F)cccc2Cl)c1-c1ccc2c(c1)OCO2 | -3.7 | i | i | i | i | i | 6.3 | i | 0.8 | i | i
COc1cccc(NC(=S)N(CCN(C)C)C(C)c2ccco2)c1 (stereo not drawn) | -8.0 | i | i | i | i | i | -1.5 | i | -5.3 | i | i
CC(C)CC(COCc1ccc(Cl)cc1)N1CCN(C(=O)c2cccc(C(F)(F)F)c2)CCC1=O (stereo not drawn) | 16.9 | i | i | i | i | i | 6.6 | i | -14.1 | i | i
O=C(N/N=C/c1ccco1)C1COc2ccccc2O1 (stereo not drawn) | -4.2 | i | i | i | i | i | 2.1 | i | -5.5 | 111* | i
CC1CN(C(=O)C(C)Sc2nc3ccccc3s2)CC(C)O1 (stereo not drawn) | 4.3 | i | i | i | / | i | -2.1 | i | -6.1 | i | i
CC(C)c1ccc(N(CC(=O)NCc2ccc(F)cc2)C(=O)c2csnn2)cc1 | 6.2 | i | i | i | i | i | 0.5 | i | -2.9 | i | i
COc1ccc(Cl)cc1NC(=O)c1nnn(CC(=O)Nc2ccc3c(c2)OCO3)c1N | -7.7 | i | i | i | i | i | 2.1 | i | -4.9 | i | i
Cc1nc2ccc(S(=O)(=O)NCC(=O)N3CCOCC3)cc2s1 | -7.0 | i | i | i | i | i | -7.9 | i | -1.3 | i | i
CCC(=O)Nc1ccccc1-c1nnn(CC(=O)N2c3ccccc3CC2C)n1 (stereo not drawn) | -2.7 | i | i | i | i | i | -4.9 | i | -11.9 | i | i
CC(=O)NC1C(=O)Nc2c(C)cc(C)cc21 (stereo not drawn) | 10.7 | i | i | i | i | i | 7.8 | i | -2.0 | i | i
CCOc1ccc(C(=O)NCCCN(CC)CC)cc1 | -3.8 | i | i | i | i | i | 5.9 | i | 3.5 | i | i
CCOC(=O)COc1ccc(S(=O)(=O)N2CCN(c3ccccc3F)CC2)cc1 | 5.0 | i | i | i | i | i | 6.5 | i | -3.6 | i | i
COc1ccccc1OCC(=O)Nc1ccccc1C(=O)N1CCCCC1 | 10.0 | i | i | i | i | i | 2.7 | i | -11.7 | i | i
O=C(NC1CC1)c1nc(Cn2cc([N+](=O)[O-])cn2)no1 | / | i | i | i | i | i | -3.1 | i | -8.8 | i | i
COC(=O)[C@H](C)NC(=O)NCc1ccc(S(N)(=O)=O)cc1 | -5.2 | i | i | i | i | i | 1.1 | i | -5.9 | i | i
CC1=CC(=O)CC2C1(C)CCC(C)C2(C)CCC(C)CC(=O)O (stereo not drawn) | -2.8 | i | i | i | i | i | 6.7 | i | -5.4 | i | i
N#Cc1ccc(OCC(=O)NCC(c2cccs2)N2CCOCC2)cc1 (stereo not drawn) | -0.6 | i | i | i | i | i | 0.9 | i | -14.5 | i | i
CC(C(=O)N1CCCC1)N(c1ccccc1)S(C)(=O)=O (stereo not drawn) | -5.8 | i | i | i | i | i | 6.8 | i | -7.7 | i | i
Cc1ccccc1C(=O)Oc1cc(N)n(S(=O)(=O)c2ccccc2)n1 | 1.6 | i | i | i | i | i | -62.5 | i | -2.5 | i | i
COc1cccc2cc(C(=O)CS(=O)(=O)c3ccc(C(C)(C)C)cc3)c(=O)oc12 | -2.3 | i | i | i | i | i | -1.9 | i | -3.0 | i | i
CC(C)=CCC1=C(OCC(=O)O)C(=O)c2ccccc2C1=O | 5.6 | i | i | i | i | i | 24.2 | i | 2.5 | i | i
CCCCc1nc2cc(C(=O)N3CCC(OCCOC)CC3)ccc2o1 | -0.8 | i | i | i | i | i | 0.9 | i | -5.5 | i | i
O=c1[nH]n2cc(-n3cc([N+](=O)[O-])cn3)cnc2c1Br | 2.8 | i | i | i | i | i | 3.2 | i | 1.1 | i | i
COc1ccccc1N1CCN(c2nc(N)c(C#N)c(CC#N)c2C#N)CC1 | 0.0 | i | i | i | i | i | -2.7 | i | -11.4 | i | i
CCOC(=O)CSc1nnc(NC(=O)c2ccc3c(c2)OCO3)s1 | 2.1 | i | i | i | i | i | / | i | -0.9 | i | i
COc1ccccc1NC(=S)N1CCN(c2ccc(F)cc2)CC1 | 10.1 | i | i | i | i | i | 11.6 | i | -6.9 | i | i
COc1ccc(-c2nc3nc(SC)nn3cc2C)cc1F | -3.0 | i | i | i | i | i | -2.9 | i | -2.2 | i | i
CN1/C(=C\C(=S)NC(=O)c2cccc(Br)c2)C(C)(C)c2ccccc21 | -8.9 | i | i | i | i | i | 0.3 | i | -4.0 | i | i
COc1ccc(N2CC(C(=O)Nc3ccncc3)CC2=O)cc1 (stereo not drawn) | -3.7 | i | i | i | i | i | 1.6 | i | -1.2 | i | i
O=C(NCc1ccc2c(c1)OCO2)C1CC(c2cccc(Br)c2)=NO1 (stereo not drawn) | 3.2 | i | i | i | i | i | 0.3 | i | -5.7 | i | i
COc1ccc(-c2cc3onc(-c4c(Cl)cccc4Cl)c3c(=O)n2C)cc1 | -3.1 | i | / | i | i | / | -3.0 | / | / | / | /
O=C(Nc1ccc(Cl)cc1[N+](=O)[O-])c1ccc2c(c1)OCCO2 | -2.8 | i | i | i | i | i | -0.9 | i | -3.2 | i | i
O=C(CCS(=O)(=O)c1ccccc1)NC1CCCCC1 | -4.6 | i | i | i | i | i | -8.2 | i | -8.6 | i | i
O=C(Nc1ccc(C(=O)N2CCOCC2)cc1)c1cccc(Br)c1 | -0.7 | i | i | i | i | i | 1.0 | i | -5.3 | i | i
COc1ccccc1NS(=O)(=O)c1cccc(C(=O)N/N=C/c2c(C)nn(-c3ccccc3)c2N2CCCC2)c1 | -6.1 | i | i | i | i | i | 2.9 | i | -9.6 | i | i
CCOC(=O)C1CCN(C(=O)CN2C(=O)c3cccnc3Oc3ccccc32)CC1 | -3.4 | i | i | i | i | i | -1.5 | i | -6.4 | i | i
Cc1c(Cl)cccc1-c1ccc(/C=N/n2cnnc2)o1 | 2.8 | i | i | i | i | i | 0.6 | i | -12.4 | i | i
O=C(NCCOc1ccccc1F)c1cc([N+](=O)[O-])ccc1N1CCOCC1 | 6.4 | i | i | i | i | i | 1.0 | i | -14.1 | i | i
CCc1ccc2oc(-c3ccc(OC)cc3)cc(=Nc3c(C)n(C)n(-c4ccccc4)c3=O)c2c1 | -12.4 | 100* | i | i | i | i | 10.4 | i | -26.7 | i | i
COc1ccc(CC(=O)NCC2CCCN(Cc3cccc(C(F)(F)F)c3)C2)cc1 (stereo not drawn) | -0.2 | i | i | i | i | i | -0.7 | i | -7.4 | i | i

Some of these compounds in order of number of heavy atoms, low to high.
Structure | HDAC3 inhib | TMEM16A inh | KCNK9 inh | KCNK3 block | ANO1 activ | KCNQ1 inh | DYRK1A inh | KCNQ1 pot | hERG rescue | TRPC4 agonist | TRPC4 PAM
Cc1nc(N)sc1-c1csc(Nc2ccccc2)n1 | 1.2 | i | i | i | i | i | 52.0* | i | -8.3 | i | i
O=C(CCS(=O)(=O)c1ccccc1)NC1CCCCC1 | -4.6 | i | i | i | i | i | -8.2 | i | -8.6 | i | i
COc1cccc(NC(=S)N(CCN(C)C)C(C)c2ccco2)c1 (stereo not drawn) | -8.0 | i | i | i | i | i | -1.5 | i | -5.3 | i | i
COc1ccc(-c2cc3onc(-c4c(Cl)cccc4Cl)c3c(=O)n2C)cc1 | -3.1 | i | / | i | i | / | -3.0 | / | / | / | /
COc1ccccc1N1CCN(c2nc(N)c(C#N)c(CC#N)c2C#N)CC1 | 0.0 | i | i | i | i | i | -2.7 | i | -11.4 | i | i
COc1cccc2cc(C(=O)CS(=O)(=O)c3ccc(C(C)(C)C)cc3)c(=O)oc12 | -2.3 | i | i | i | i | i | -1.9 | i | -3.0 | i | i
